# Bioassay records deposited in PubChem by National Center for Advancing Translational Sciences (NCATS).
# DT40 TDP1 CPT = DT40-hTDP1 cell growth loss with CPT; AID 686979; Potency, µM (highest dose often 46.2 µM), without a hit: top-dose activity change, negative = growth inhibition, most hits filed as inhibitors; hit rate 12% among 420,000; chicken DT40 Tdp1-/-;hTDP1 cells + 20 nM CPT, ATP luminescence, 48 h; also: nearly all actives have a fitted effect of over 55% in size
#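 Chicken DT40 Tdp1-/- cells stably complemented with human TDP1 were seeded at 400 cells/well in medium containing 20 nM camptothecin, exposed to pin-transferred compounds, and grown at 37 °C for at least 48 hr. Viability was read as ATP luminescence.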
# TDP1 inh = inhibitors of human tyrosyl-DNA phosphodiesterase TDP1. recombinant TDP1, AlphaScreen DNA substrate cleavage. Q9NUW8. hit rate 0.28% among 350,000. Potency, µM (titrated, usually from 130 µM), without a hit: top-dose activity change, negative = inhibition, usual class: inhibitors; also: nearly all actives have a fitted effect of over 40% in size
# Target sequence (Q9NUW8 whole entry, looked up): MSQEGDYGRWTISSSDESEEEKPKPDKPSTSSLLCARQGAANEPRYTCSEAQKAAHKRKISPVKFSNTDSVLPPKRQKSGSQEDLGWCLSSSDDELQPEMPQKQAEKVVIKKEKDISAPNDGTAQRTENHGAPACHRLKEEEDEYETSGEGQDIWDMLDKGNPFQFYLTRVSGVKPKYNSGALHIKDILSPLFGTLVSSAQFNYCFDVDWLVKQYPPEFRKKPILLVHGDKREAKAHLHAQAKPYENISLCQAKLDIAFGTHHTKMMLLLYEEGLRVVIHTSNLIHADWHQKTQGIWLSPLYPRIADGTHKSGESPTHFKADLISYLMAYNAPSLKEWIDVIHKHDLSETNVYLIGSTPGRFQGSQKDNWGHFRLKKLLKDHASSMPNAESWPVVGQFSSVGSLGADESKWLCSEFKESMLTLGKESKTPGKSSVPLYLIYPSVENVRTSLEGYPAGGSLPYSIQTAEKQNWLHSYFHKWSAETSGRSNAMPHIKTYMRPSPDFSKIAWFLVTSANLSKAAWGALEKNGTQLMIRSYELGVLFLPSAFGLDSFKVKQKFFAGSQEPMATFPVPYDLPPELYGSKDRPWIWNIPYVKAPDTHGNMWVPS
#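 Recombinant human Tdp1 (E. coli-expressed, 1 nM final) preincubated with compounds 15 min at room temperature, then 5'-biotin/3'-phosphotyrosine-FITC DNA substrate (15 nM final) added for 5 min. AlphaScreen beads (10 ug/ml final) added 10 min; cleavage lowers signal.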
# TDP1 cell noCPT = qHTS for Inhibitors of human tyrosyl-DNA phosphodiesterase 1 (TDP1): qHTS in cells in absence of CPT; hit rate 15% among 420,000; DT40 Tdp1-/- hTDP1 cells, no CPT, ATP luminescence, 48 h; AID 686978, 2013; Potency, µM (doses to about 46.2 µM), for the others: at the highest dose activity change, negative = growth inhibition, actives largely listed as inhibitors; also: nearly all actives have a fitted effect of over 55% in size
#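 DT40 Tdp1-/-;hTDP1 cells, no CPT (DMSO vehicle only), 400 cells/well; compounds pin-transferred; ≥48 hr, 37 °C; CellTiter-Glo 30 min RT dark, luminescence read.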
# * hit, by the source's call; ? = inconclusive; nt = not tested or not shown; & = joins results of further samples; [ ] = dose if it differs, or a comment. Calls follow the shape of the dose curve; as a rule, active = well fitted curve in the direction sought with a large enough effect; inconclusive = small, poorly fitted or top-dose-only effect, or another doubt; inactive = no such curve, though single readings can be large; an effect the other way counts as inactive or inconclusive. % is scaled to controls: 0 for no effect and ±100 for the full control effect; potency is read from the fitted curve at half-maximal effect.
SMILES,DT40 TDP1 CPT,TDP1 inh,TDP1 cell noCPT
C[C@H](NC(=O)COc1ccccc1)C(=O)OCC(=O)c1cc2ccccc2o1,?,nt,?
CO[C@H]1O[C@H](C)[C@@H](O)C[C@H]1NC(=O)OCc1ccccc1,16%,3%,4%
O=C(NCCc1nnc2ccc(N3CCCC3)nn12)c1ccccc1,-8%,nt,-9%
COc1ccc(S(=O)(=O)Nc2nncs2)cc1,9%,0%,6%
Cc1ccc(NC(=O)c2nc[nH]c2C(=O)N2CCN(c3ccccc3)CC2)cc1,-22%,11%,-16%
CC1Cc2ccccc2N1C(=O)CN(C)CC(=O)Nc1cccc(F)c1 (centres undefined),?,1%,?
Cc1ccc(N(C(=O)c2csnn2)C(C(=O)NC2CCCC2)c2cccnc2)cc1 (centres undefined),-15%,6%[0.0935 µM],-30%
COc1ccccc1C(C)NC(=O)c1ccc(C)o1 (centres undefined),?,0%,?
CN(C)c1ccc(C(=O)Nc2cccc(-c3nc4cccnc4s3)c2)cc1,5.8µM*,9%,10µM*
Cc1ccc(C)c(OCCn2cc(/C=C(\C#N)C(=O)NCC3CCCO3)c3ccccc32)c1 (centres undefined),?,3%,?
C[C@H](CO)NC(=O)c1[nH]cnc1C(=O)Nc1cccc(Cl)c1,-7%,nt,?
Cn1c(SCc2ccc(F)cc2)nnc1-c1cccs1,-25%,5%,-12%
CCOc1ccc(-c2c(C)nn3c(C)c(C(=O)NCCc4ccc(Cl)cc4)cnc23)cc1OCC,15µM*,-1%,6.5µM*
COc1cc(C2N(C)CCC3(OCCO3)C2(C)C)cc(OC)c1OC (centres undefined),-26%,1%,4%
O=C(NCC1CCCCC1)c1cc(Br)ccc1Cl,7%,-7%,?
Cc1cc(S(=O)(=O)N2CCOCC2)ccc1OCC(=O)Nc1ccc(F)cc1,14%,3%,-28%
O=C1CNC(c2ccccc2)C(c2ccccc2)N1 (centres undefined),5%,nt,-1%
COc1cc(C2Sc3ccccc3NC3=C2C(=O)OC3)cc(OC)c1OC (centres undefined),16µM*,3%[56.1 µM],?
CCc1ccc(CNC(=O)c2ccc3c(c2)nc2n3CCOC2)cc1,-24%,5%,?
CC(NC(=O)c1ccc(NC(=O)CC2SC(N3CCCC3)=NC2=O)cc1)c1ccc(F)cc1 (centres undefined),-11%,2%,13%
CCc1n[nH]c(=S)n1/N=C/c1ccc2c(c1)OCO2,-21%,5%,-5%
CCOc1ccccc1N(CC(=O)N(C)Cc1ccccc1)S(=O)(=O)c1ccccc1,?,4%,?
CS(=O)(=O)n1nc(NCc2cccs2)nc1NCc1cccs1,19%,3%,-3%
CCC(C)(C)NC(=O)C(c1cccc(OC)c1OC)N(Cc1ccc(OC)cc1)C(=O)CCC(=O)Nc1cc(C)on1 (centres undefined),?,nt,-13%
Cc1nc(-c2ccccc2)cn2c1nc1ccccc12,-28%,1%,?

# New compounds follow.
SMILES,DT40 TDP1 CPT,TDP1 inh,TDP1 cell noCPT
COc1cc(/C=c2\s/c(=C\C(=O)C(C)(C)C)[nH]c2=O)cc(OC)c1OC,?,6%,?
COc1ccc(/C=N/NC(=O)c2cccc(OC(F)(F)C(F)F)c2)c(OC)c1OC,1%,4%,-15%
CCC(C)c1ccc(NC(=O)COC(=O)CCNS(=O)(=O)c2cccs2)cc1 (centres undefined),-15%,0%,?
Cc1nc(Nc2ccc(O)cc2)c2c3c(sc2n1)CCCC3,?,4%,?
COc1cc(Br)c(C(C)NC(=O)c2cccc(Br)c2)cc1OC (centres undefined),26µM*,-2%,23µM*
COc1ccc(S(=O)(=O)Nc2cc3c4c(c2)CC(=O)N4CCC3)cc1OC,-22%,nt,?
CC(C)=C(NC(=O)c1ccccc1)C(=O)Nc1ccc(C(=O)O)cc1,4%,nt,10%
Cn1c(=O)oc2cc(S(=O)(=O)N3CCC(N4CCCCC4)CC3)ccc21,-23%,nt,-4%
O=C(Cn1ccc2ccccc2c1=O)NCCC(=O)Nc1cccnc1,-4%,5%,7%
O=C(CSC1=NCCS1)Nc1ccc(S(=O)(=O)N2CCCCCC2)cc1,?,2%,?
Cc1ccn2c(CNCCn3cccn3)c(C(=O)N3CCCCCC3)nc2c1,5%,nt,-5%
O=C(NCC(=O)N(c1ccc(F)cc1)C(C(=O)NCC1CCCO1)c1ccccc1)c1ccco1 (centres undefined),-26%,1%,-13%
CN1CCN(C(=O)c2ccc(N(C)S(=O)(=O)c3cccs3)cc2)CC1,1%,5%,-5%
Cc1ccc(SCC(=O)NNC(=O)CNC(=O)c2ccccc2F)cc1,2%,1%,?
COc1ccc(C(=O)COC(=O)CCCN=C2NS(=O)(=O)c3ccccc32)c(OC)c1,-5%,-10%[0.505 µM],-10%
CCc1nnc(NC(=O)c2ccc(NS(=O)(=O)c3ccccc3)cc2)s1,-29%&-1%,0%&-3%,?
CCOC(=O)c1cnc(SCc2cccc(C)c2)nc1N,-28%,-6%,?
O=C(CCc1ccc(O)cc1)N/N=C/c1coc2ccccc2c1=O,-19%,nt,?
CCOc1cc(CN2CCN(S(=O)(=O)c3ccc(C)cc3)CC2)ccc1OC,?,nt,16µM*
O=C(O)CC(NCc1ccco1)C(=O)OCC1CCCO1 (centres undefined),1%,4%,-17%
COc1cc(OC)cc(C(=O)N(Cc2nc(-c3cccc(C)c3)no2)C(C)C)c1,?,-3%,?
O=C(c1ccccc1Cc1ccccc1)N1CCN(S(=O)(=O)c2ccc(F)cc2)CC1,4%,nt,-3%
CCOc1c(S(=O)(=O)N2CCCC2)ccc(Cl)c1Cl,-21%,9%,?
CC(C)(C)c1ccc(C(=O)NC(=S)Nc2sc3c(c2C#N)CCC3)cc1,?,-8%,?
O=C1CCc2cc(S(=O)(=O)NCCc3ccc(Cl)cc3)cc3c2N1CC3,-11%,nt,-4%

# (list continues)
SMILES,DT40 TDP1 CPT,TDP1 inh,TDP1 cell noCPT
COc1cc(/C=N/NC(=O)CCc2c(C)n[nH]c2C)ccc1O,-3%,2%,-6%
CC1CCc2c(cnc3ncnn23)C1 (centres undefined),3%,2%,-9%
CN(Cc1ccon1)C(=O)CC1C(=O)NCCN1Cc1ccc(Cl)c(F)c1 (centres undefined),8%,4%,-1%
CCCCN1C=C(C(C)=O)C(=O)CC1,9%,nt,-1%
O=C1NC(=Nc2ccccc2Cl)S/C1=C\c1ccc(C(=O)O)cc1,8%,nt,-7%
O=C(/C=C/c1ccccc1)Nc1cc(C(=O)O)cc(C(=O)O)c1,-1%,0%,12%
CC1CCCCC1NC(=O)CCNS(=O)(=O)c1ccc2c(c1)CCC(=O)N2 (centres undefined),-19%,0%,-5%
CNCc1ccccc1OCC(=O)Nc1ccccc1OC,?,4%,-1%
COc1ccc(/C=C2\SC(=S)N(CCCC(=O)Nc3ccc(O)cc3)C2=O)cc1,?,nt,?
CSc1ccc(CN2CCC2(C)C(=O)NCc2cccc(C(F)(F)F)c2)cc1 (centres undefined),?,nt,?
COc1ccc(C(C)=O)cc1CC(=O)N(Cc1ccccc1)c1ccccc1,2%,-8%,?
CCOC(=O)c1cnc(Nc2nc3ccccc3o2)nc1CSc1nnc(C)s1,3.3µM*,nt,2.6µM*
O=C(Cn1cnc(S(=O)(=O)N2CCOCC2)c1)Nc1ccc(OC(F)(F)F)cc1,-7%,1%,10%
COc1ccc(N(C(=O)c2ccccc2)S(=O)(=O)c2cccs2)cc1,?,-14%,21µM*
CCOc1ccc(-c2noc(CSc3nnc(Cc4ccccc4)n3-c3cccc(C)c3)n2)cc1,18µM*,9%,13µM*
O=C(CSc1ccc(F)cc1)Nc1ccc2c(c1)C(=O)NC2=O,10%,-2%,-1%
COc1ccc(N(CCCN2C(=O)c3cccc4cccc(c34)C2=O)C(=O)c2cccc(OC)c2)cc1,13µM*,0%,10µM*
CCN(CC)c1nn2c(=O)c(C(=O)NCc3cccc(C)c3)cnc2s1,?,5%,16µM*
Cc1ccc(-c2cc(C(=O)N3CCCCCC3)no2)cc1,-3%,nt,-19%
CCC(C)CN1CCC(CO)(Cc2ccccc2Cl)CC1 (centres undefined),-27%,-4%,-8%
Cc1cccc(CCNC(=O)c2ccc3c(c2)nc2n3CCCCC2)c1,21µM*,5%,?
CCCCN(CCCC)S(=O)(=O)c1ccc2oc(C(=O)NCc3ccc(C)cc3)c(C)c2c1,8.2µM*,5%,13µM*
COC(=O)c1ccc(Cn2nc(-c3ccccc3)ccc2=O)cc1,-4%,nt,2%
COC(=O)CSc1nnc(-c2ccncc2)n1N,6%,4%,8%
COc1ccc(Cl)cc1NC(=O)CSc1nc2c(oc3ccccc32)c(=O)n1Cc1ccco1,?,2%,?
Oc1cccc(/C=N/Nc2cc(N3CCOCC3)nc(N3CCOCC3)n2)c1,16µM*,6%,15µM*

# Ordered by formula weight (smallest number first): 26 of the compounds above
SMILES,DT40 TDP1 CPT,TDP1 inh,TDP1 cell noCPT
CCCCN1C=C(C(C)=O)C(=O)CC1,9%,nt,-1%
COc1ccccc1C(C)NC(=O)c1ccc(C)o1 (centres undefined),?,0%,?
CCc1n[nH]c(=S)n1/N=C/c1ccc2c(c1)OCO2,-21%,5%,-5%
Cc1ccc(-c2cc(C(=O)N3CCCCCC3)no2)cc1,-3%,nt,-19%
CO[C@H]1O[C@H](C)[C@@H](O)C[C@H]1NC(=O)OCc1ccccc1,16%,3%,4%
O=C(O)CC(NCc1ccco1)C(=O)OCC1CCCO1 (centres undefined),1%,4%,-17%
CCOC(=O)c1cnc(SCc2cccc(C)c2)nc1N,-28%,-6%,?
CCOc1c(S(=O)(=O)N2CCCC2)ccc(Cl)c1Cl,-21%,9%,?
O=C(NCCc1nnc2ccc(N3CCCC3)nn12)c1ccccc1,-8%,nt,-9%
Cc1cccc(CCNC(=O)c2ccc3c(c2)nc2n3CCCCC2)c1,21µM*,5%,?
COc1cc(C2N(C)CCC3(OCCO3)C2(C)C)cc(OC)c1OC (centres undefined),-26%,1%,4%
CC1Cc2ccccc2N1C(=O)CN(C)CC(=O)Nc1cccc(F)c1 (centres undefined),?,1%,?
COc1ccc(N(C(=O)c2ccccc2)S(=O)(=O)c2cccs2)cc1,?,-14%,21µM*
CN(C)c1ccc(C(=O)Nc2cccc(-c3nc4cccnc4s3)c2)cc1,5.8µM*,9%,10µM*
COc1cc(/C=c2\s/c(=C\C(=O)C(C)(C)C)[nH]c2=O)cc(OC)c1OC,?,6%,?
Cc1ccn2c(CNCCn3cccn3)c(C(=O)N3CCCCCC3)nc2c1,5%,nt,-5%
Oc1cccc(/C=N/Nc2cc(N3CCOCC3)nc(N3CCOCC3)n2)c1,16µM*,6%,15µM*
COc1ccc(S(=O)(=O)Nc2cc3c4c(c2)CC(=O)N4CCC3)cc1OC,-22%,nt,?
CN(Cc1ccon1)C(=O)CC1C(=O)NCCN1Cc1ccc(Cl)c(F)c1 (centres undefined),8%,4%,-1%
O=C(CSC1=NCCS1)Nc1ccc(S(=O)(=O)N2CCCCCC2)cc1,?,2%,?
O=C(c1ccccc1Cc1ccccc1)N1CCN(S(=O)(=O)c2ccc(F)cc2)CC1,4%,nt,-3%
Cc1ccc(C)c(OCCn2cc(/C=C(\C#N)C(=O)NCC3CCCO3)c3ccccc32)c1 (centres undefined),?,3%,?
CCCCN(CCCC)S(=O)(=O)c1ccc2oc(C(=O)NCc3ccc(C)cc3)c(C)c2c1,8.2µM*,5%,13µM*
CCOc1ccc(-c2noc(CSc3nnc(Cc4ccccc4)n3-c3cccc(C)c3)n2)cc1,18µM*,9%,13µM*
CCOc1ccc(-c2c(C)nn3c(C)c(C(=O)NCCc4ccc(Cl)cc4)cnc23)cc1OCC,15µM*,-1%,6.5µM*
COc1ccc(Cl)cc1NC(=O)CSc1nc2c(oc3ccccc32)c(=O)n1Cc1ccco1,?,2%,?

# This is a random part of the collection; any-hit rate near 18%.
